S3 lipid droplet: qHTS Assay for Lipid Storage Modulators in Drosophila S3 Cells; hit rate 0.64% among 320,000; Drosophila S3 cells, BODIPY lipid droplet fluorescence, 18-24 h; cells fed with added oleic acid; Potency in µM for hits, for the others lipid storage change, negative = inhibition, % at the top dose, mostly 46.1 µM; AID 2685; active means well fitted inhibition curve with a large enough effect in the signal ratio, with a control signal flat, not every such curve was filed as active; inconclusive means small, poorly fitted or top-dose-only effect, or effect the other way, or a change in a side signal; the % refers to the signal ratio
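Drosophila S3 cells loaded with oleic acid (400 uM, as added) and compounds at several concentrations; lipid droplets imaged by 488-nm laser-scanning cytometry, 500–530 nm intensity and object ratio to cell channel. Percent activity normalized to 20 uM Triacsin C.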
S3 lipid droplet cell count max: recorded beside S3 lipid droplet, whose call it bears; cell number change, %; measured here: cell count max response;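 cells counted by Cell Tracker Red CMTPX staining in the red channel; peak over a dose series mostly up to 46.1 µM; percent activity relative to internal control wells on each plate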
Active calls of the source: *; i = inactive; ? = inconclusive; / = not tested or not shown; [ ] = dose if it differs, or a comment. On the % scale 0 is the no-effect control and ±100 the full control effect; potency means the concentration at half of the fitted maximal effect.

SMILES	S3 lipid droplet	S3 lipid droplet cell count max
Cc1ccc(S(=O)(=O)N2CCN(Cc3nnc(-c4c(-c5ccccc5)noc4C)o3)CC2)cc1	?	/
CS(=O)(=O)N(CC(=O)N1CCOCC1)c1cccc(F)c1	0%	8
Cc1cc(C)n2nc(N)c(N=Nc3cccc(Cl)c3)c2n1	?	/
Cc1ccc(OCCOC(=O)Nc2ccccc2)cc1	?	/
CC(C)COc1ccc(C(=O)Nc2ccc(SC(F)F)cc2)cc1	?	/
Cc1cc(C)c2[nH]c(=O)c(CN(CC3CCCO3)C(=S)Nc3ccccc3)cc2c1 (stereo not given)	?	/
COc1cc(C2=NOC(C(=O)Nc3ccc(C)cc3)C2)cc(OC)c1OC (stereo not given)	?	/
CCS(=O)(=O)NCc1cn2ccsc2n1	-4%	-27
Cc1cccc(N2CC(C(=O)Nc3ccc4c(c3)OCO4)CC2=O)c1C (stereo not given)	?	/
Cc1cccc(C)c1NC(=O)C(c1ccccc1)N1CC(=O)Nc2ccccc21 (stereo not given)	29%	-14
O=C(NNS(=O)(=O)c1ccc(Cl)cc1)c1cc(-c2ccccc2)nc2ccccc12	?	/
O=C(c1cc(-c2ccc3c(c2)OCO3)on1)N1CCN(c2ccccc2)CC1	i	-25
COc1ccc(C2C(C#N)=C(N)Oc3n[nH]c(C)c32)cc1Cn1nc(C)c([N+](=O)[O-])c1C (stereo not given)	?	/
Cc1ccc(C2=NN(C(=O)CCCC(=O)O)C(c3ccc4c(c3)OCO4)C2)cc1 (stereo not given)	?	/
CCC1CCCCN1C(=O)c1nn2cccnc2c1Cl (stereo not given)	?	/
CCN(CC)CCN(Cc1cc2cc3c(cc2[nH]c1=O)OCO3)C(=S)NCCCN(C)C	?	/
CC(=O)c1ccc(NC(=O)COc2ccccc2C(=O)Nc2ccc(C)cn2)cc1	?	/
O=C(NC12CC3CC(CC(C3)C1)C2)c1cc2nc(-c3ccco3)cc(C(F)(F)F)n2n1	?	/
COc1ccc(CNC(=O)C2CCN(S(=O)(=O)c3ccc4nc5c(c(C(=O)O)c4c3)CC(C)CC5)CC2)cc1 (stereo not given)	i	-13
Cc1ccc(N=Cc2nc(/C=C/c3cccc([N+](=O)[O-])c3)oc2O)cc1	-6%	-23
O=C(Oc1c(-c2ccccc2)c(=O)n2c3c(cccc13)CC2)c1cccc([N+](=O)[O-])c1	9%	-15
CCc1nc2oc3ccccc3c(=O)c2c(=O)n1-c1ccc(C)cc1	4%	1
Cc1csc(NC(=O)C2CCN(S(=O)(=O)c3ccc4c(c3)oc(=O)n4C)CC2)n1	?	/
COc1ccc(-c2cc(C(F)(F)F)n3nc(C(=O)N4CCCC4)cc3n2)cc1	?	/
Cc1sc2nc(SCC(=O)N3CCCCC3)[nH]c(=O)c2c1C	0%	5
C/C=C\C(=O)Nc1cccc(C2=NOC3(C2)C[C@H](C(N)=O)N(C(=O)[C@H]2CCC(=O)N2)C3)c1 (stereo not given in full)	?	/
Cc1cccc(-n2ncc3c(N4CCCC4)ncnc32)c1	7%	9
CC(C)C(=O)N1CCN(c2ccc(NC(=O)c3cccs3)cc2)CC1	-6%	-9
CCn1c(SCc2ccc(C(=O)O)cc2)nnc1-c1ccc(Cl)cc1	?	/
CCOc1ccc(N(CC(=O)NCCSCc2ccco2)S(=O)(=O)c2ccc(C)cc2)cc1	i	-20
O=c1cn[nH]c2ccccc12	?	/
O=C(Nc1cccc(O)c1)c1ccc2c(c1)C(=O)N(Cc1ccco1)C2=O	?	/
Nn1c(SCC(=O)NCCC2=CCCCC2)nnc1C1CCCCC1	-8%	-11
CC(=O)Nc1ccc(NC(=O)C(C)OC(=O)c2ccc3c(c2)OCCO3)cc1 (stereo not given)	0%	7
CCOc1ccccc1N(C)C(=O)c1ccc2c(=O)n3c(nc2c1)CCCCC3	?	/
CC(=O)Nc1ccc(S(=O)(=O)N2CCN(CCC#N)CC2)cc1	8%	12
O=C(CSc1nnc(-c2ccccc2F)o1)NC1CCCCC1	?	/
Nn1c(SCC(=O)NC2CCCc3ccccc32)nnc1-c1ccc(Cl)cc1Cl (stereo not given)	15%	10
O=C(CSc1ccc(-c2ccc(F)cc2)nn1)NCCc1ccccc1	?	/
Clc1ccc(C2=Nn3c(nnc3-c3n[nH]c4c3CCC4)SC2)cc1Cl	?	/
CC(C)c1cc(Nc2cccc(O)c2)cc(C(C)C)c1O	-11%	-8
O=C(NCC(=O)N(c1ccccc1F)C(C(=O)NCC1CCCO1)c1ccccc1)c1ccco1 (stereo not given)	i	-5
COc1cccc(NC(=S)N2CCn3c(nc4ccccc43)C2)c1	-4%	/
Cc1ccc(NS(=O)(=O)c2ccc(CCC(=O)NCCO)cc2)cc1	?	/
CC1CN(c2nc3c(c(=O)[nH]c(=O)n3C)n2Cc2ccccc2F)CC(C)O1 (stereo not given)	15%	-15
COc1ccc(/C=C\C(=O)CC(O)(c2ccccc2)C(F)(F)F)cc1 (stereo not given)	?	/
O=C(NC(=S)Nc1ccc(F)c(Cl)c1)C1CC1	?	/
CCCCN1C(=O)C(O)(c2ccccc2)c2cc(Br)ccc21 (stereo not given)	?	/
Cc1ccc(-c2nc(C#N)c(NCc3cccc4c3OCO4)o2)cc1	i	/
COCCCNC(=O)CSc1ccc(Cl)cc1	?	/
CN(CC(=O)Nc1cccc(F)c1)C(=O)CNS(=O)(=O)c1ccc(N(C)C)c([N+](=O)[O-])c1	?	/
CCCC(=O)OCC(=O)Nc1ccc(OC(F)F)cc1	?	/
COCCOc1ccc(C(F)(F)F)cc1NC(=O)COC(=O)c1c(C)noc1C	-14%	-13
CC1=C(C(N)=O)C(c2ccccc2[N+](=O)[O-])n2ncnc2N1 (stereo not given)	9%	17
COc1ccc(/C=N/N=C2/NC(=O)C(CC(=O)NC(C)C)S2)cc1 (stereo not given)	-1%[9.22 µM]	-7
COCCn1c(SCC(=O)Nc2sc(C)c(C)c2C#N)nnc1-c1ccc(OC)cc1	?	/
CC12CCC(=O)N1C(C(=O)OCC(=O)Nc1cccc(S(=O)(=O)N3CCCCCC3)c1)CS2 (stereo not given)	9%	/
COC(=O)c1[nH]c2ccccc2c1Sc1ccccc1	?	/
CC1C/C(=N/N=C2/NC(=O)CS2)CC(C)(C)C1 (stereo not given)	?	/
CN1C(=S)SC(/[N+]([O-])=C/c2ccc(Cl)cc2)C1(C)C (stereo not given)	0%	-5
Remaining list, next part.
SMILES	S3 lipid droplet	S3 lipid droplet cell count max
COC(=O)c1sc(C(F)(F)F)c(-c2ccccc2)c1S(=O)(=O)NC(C)(C)C	0%	4
CCOc1cc(/C=C/C(=O)c2ccc3c(c2)OCCO3)ccc1OCC(=O)N(C)C	?	/
CC(C)Nc1nc(Oc2ccc(Cl)cc2)cc(C(F)(F)F)n1	?	/
COc1ccc(C(=O)NCC2OCCc3ccccc32)cc1OC (stereo not given)	?	/
CCCCNC(=O)/C=C1\Sc2ccccc2NC1=O	-8%	4
O=[N+]([O-])c1ccc(O)c(/C=N/n2cnnc2)c1	2%	8
COc1ccc(C(=O)NCc2ccc(N3CCN(C)CC3)cc2)cc1	?	/
COc1cc(CNc2ccc(C(=O)O)cc2)cc(Br)c1OCC(=O)NC(C)(C)C	6%	19
CCOC(=O)C1(CC2CCCCO2)CCN(Cc2nc3ccccc3[nH]2)CC1 (stereo not given)	-5%	-1
O=C(O)CCN1c2cccc3cccc(c23)S1(=O)=O	?	/
CCS(=O)(=O)NCC(c1cccnc1)N1CCN(c2ccccc2OC)CC1 (stereo not given)	i	/
COC(=O)CSc1nnc(-c2cccnc2)o1	?	/
CCc1cc(=O)oc2cc(C)cc(OC(C)C(=O)NC3CC(C)(C)NC(C)(C)C3)c12 (stereo not given)	i	17
FC(F)(F)c1nc(-c2ccncc2)ncc1-c1nnnn1-c1ccccc1	-5%	-3
Cc1ccc(NC(=O)c2ccccc2OCC(=O)c2ccccc2)cc1	?	/
CC(OC(=O)CNC(=O)c1sc2ccccc2c1Cl)C(=O)NC1(C#N)CCCCC1 (stereo not given)	?	/
CN(C)/C=C1\NC(=S)N(c2ccccc2)C1=O	-3%	-7
CSc1ccccc1NC(=O)CN(C)CC(=O)NCC(=O)Nc1ccc(F)cc1	?	/
COc1ccc(S(=O)(=O)C(C#N)c2nc3ccccc3nc2N2CCC(C)CC2)cc1 (stereo not given)	?	/
O=C(COc1ccc(S(=O)(=O)N2CCOCC2)cc1Cl)NCc1ccco1	i	-10

Molecules shown so far that contain a thiophene ring, fused or not:
SMILES	S3 lipid droplet	S3 lipid droplet cell count max
Cc1sc2nc(SCC(=O)N3CCCCC3)[nH]c(=O)c2c1C	0%	5
CC(C)C(=O)N1CCN(c2ccc(NC(=O)c3cccs3)cc2)CC1	-6%	-9
COCCn1c(SCC(=O)Nc2sc(C)c(C)c2C#N)nnc1-c1ccc(OC)cc1	?	/
COC(=O)c1sc(C(F)(F)F)c(-c2ccccc2)c1S(=O)(=O)NC(C)(C)C	0%	4
CC(OC(=O)CNC(=O)c1sc2ccccc2c1Cl)C(=O)NC1(C#N)CCCCC1 (stereo not given)	?	/

Next part:
SMILES	S3 lipid droplet	S3 lipid droplet cell count max
COc1cc(/C=N/NC(=O)c2ccncc2)ccc1OC(=O)c1ccc([N+](=O)[O-])cc1	-22%	5
Cc1cc(C)cc(NC(=O)Cn2c(=O)oc3cc(S(=O)(=O)N4CCC(C)CC4)ccc32)c1	?	/
COc1cccc(CC(NC(C)=O)C(=O)NC2CCN(c3c(Cc4ccccc4)c(C)nc4ncnn34)CC2)c1OC (stereo not given)	15%	13
O=C(CCN1C(=O)/C(=C/c2cccc(Br)c2)SC1=S)Nc1cccnc1	-7%	0
CCOc1ccc(-c2nnn(CCC(=O)O)n2)cc1OC	?	/
CC(C)OC(=O)CSc1nnc(-c2ccc([N+](=O)[O-])cc2)o1	4%	17
COc1ccccc1NC(=O)CSc1ccc(-c2cccs2)nn1	4%	14
COCCNC(=O)c1onc(CSc2cc(C)ccc2C)c1C(=O)O	?	/
COc1ccc(NC(=O)C2CCCN2C(=O)Nc2ccc(OC)cc2)cc1 (stereo not given)	?	/
Cc1ccc(CNC(=O)CCC(=O)Nc2nnc(C3CCCCC3)s2)cc1	0%	8
Cc1noc(C)c1CSc1nnc2scc(-c3ccc(Cl)cc3)n12	?	/
Cc1cc2oc(C(=O)NCCc3ccc(S(N)(=O)=O)cc3)cc(=O)c2cc1C	9%	13
COc1ccc(CCC(=O)Nc2cccc(S(=O)(=O)N3CCOCC3)c2)cc1OC	?	/
COC(=O)c1sc2cnccc2c1N	?	/
O=c1cc(C(F)(F)F)oc2c1ccc1ccccc12	-5%	-22
Cn1c(-c2ccccc2)c(C(=O)CCl)c2ccccc21	i	/
O=C1c2ccccc2C(=O)N1CCSc1ncn[nH]1	0%	-13
Cc1csc2c(NCCCN3CCOCC3)ncnc12	0%	6
Cc1c(C(=O)NCc2cccnc2)oc2ccc(S(=O)(=O)N3CCCC(C)C3)cc12 (stereo not given)	?	/
CC(NC(=O)Cn1cnc2c1c(=O)n(C)c(=O)n2C)c1ccccc1 (stereo not given)	?	/
CCN(Cc1cccc(OC)c1)CC1CCCN(CCc2cccc(OC)c2)C1 (stereo not given)	4%	5
Cc1ccc2c(c1)C(c1ccccc1)N(C(=O)c1cccc([N+](=O)[O-])c1)CC(=O)N2 (stereo not given)	?	/
CSc1nncc(-c2ccccc2)n1	?	/
CCCCNc1cc(C(=O)O)cc(S(N)(=O)=O)c1Oc1ccccc1	3%	-3
Cn1cc(CNC(=O)c2sc3cccc(Cl)c3c2Cl)cn1	?	/
CCCOC(=O)c1ccc(Oc2cn[nH]c2-c2ccc(OCC(=O)NN)cc2O)cc1	3%	-12
Cc1cc(-c2ccco2)n(CC(=O)NCCN(C)C)n1	?	/
O=S(=O)(c1ccc2ccccc2c1)N1CCN(C(=S)Nc2ccc(F)c(Cl)c2)CC1	?	/
COc1cc(/C=N/Nc2nc(=O)[nH]nc2C)cc([N+](=O)[O-])c1O	0%	7
COC(=O)[C@@]12CCCCN1[C@H](c1ccc(SC3CCCCC3)cc1)[C@@H]1C(=O)N(C)C(=O)[C@@H]12	?	/
CC(C)NOC(=O)c1ccc(Cl)cc1	?	/
Cc1nc2oc3c(NCC4CCCO4)ncnc3c2c2c1COC(C)(C)C2 (stereo not given)	i	/
Cn1cccc1/C=C1\SC(=S)N(NC(=O)c2ccc(Cl)cc2)C1=O	?	/
CCN(CC(=O)Nc1ccccc1C(F)(F)F)C(=O)c1ccccc1Cc1ccccc1	14%	-24
Cc1cccc(NC(=O)CSc2nnc(NC(=O)CN3CCCCC3)s2)c1	?	/

In the list so far, these contain an NH in an aromatic ring:
SMILES	S3 lipid droplet	S3 lipid droplet cell count max
Cc1cc(C)c2[nH]c(=O)c(CN(CC3CCCO3)C(=S)Nc3ccccc3)cc2c1 (stereo not given)	?	/
COc1ccc(C2C(C#N)=C(N)Oc3n[nH]c(C)c32)cc1Cn1nc(C)c([N+](=O)[O-])c1C (stereo not given)	?	/
CCN(CC)CCN(Cc1cc2cc3c(cc2[nH]c1=O)OCO3)C(=S)NCCCN(C)C	?	/
Cc1sc2nc(SCC(=O)N3CCCCC3)[nH]c(=O)c2c1C	0%	5
O=c1cn[nH]c2ccccc12	?	/
Clc1ccc(C2=Nn3c(nnc3-c3n[nH]c4c3CCC4)SC2)cc1Cl	?	/
CC1CN(c2nc3c(c(=O)[nH]c(=O)n3C)n2Cc2ccccc2F)CC(C)O1 (stereo not given)	15%	-15
COC(=O)c1[nH]c2ccccc2c1Sc1ccccc1	?	/
CCOC(=O)C1(CC2CCCCO2)CCN(Cc2nc3ccccc3[nH]2)CC1 (stereo not given)	-5%	-1
O=C1c2ccccc2C(=O)N1CCSc1ncn[nH]1	0%	-13
CCCOC(=O)c1ccc(Oc2cn[nH]c2-c2ccc(OCC(=O)NN)cc2O)cc1	3%	-12
COc1cc(/C=N/Nc2nc(=O)[nH]nc2C)cc([N+](=O)[O-])c1O	0%	7

Screening data from PubChem.

This is a subset. The share of hits here may be higher or lower than overall.
